# From PubChem BioAssay
# NTR1 agonist: agonists of NTR1, primary screen, imaging, U2OS cells, beta-arrestin-GFP, high content (AID 493036); P30989; NTR1-U2OS beta-arrestin-GFP spot imaging, agonist mode; activation, % at 20 µM; actives 0.17% (n = 330,000);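 active = activation at or above 40% of the spot to cytoplasm intensity ratio, with at least 20 cells analyzed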;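 note: 0% = DMSO without peptide and 100% = 100 nM NTR1 peptide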
# Target sequence (P30989 whole entry, looked up): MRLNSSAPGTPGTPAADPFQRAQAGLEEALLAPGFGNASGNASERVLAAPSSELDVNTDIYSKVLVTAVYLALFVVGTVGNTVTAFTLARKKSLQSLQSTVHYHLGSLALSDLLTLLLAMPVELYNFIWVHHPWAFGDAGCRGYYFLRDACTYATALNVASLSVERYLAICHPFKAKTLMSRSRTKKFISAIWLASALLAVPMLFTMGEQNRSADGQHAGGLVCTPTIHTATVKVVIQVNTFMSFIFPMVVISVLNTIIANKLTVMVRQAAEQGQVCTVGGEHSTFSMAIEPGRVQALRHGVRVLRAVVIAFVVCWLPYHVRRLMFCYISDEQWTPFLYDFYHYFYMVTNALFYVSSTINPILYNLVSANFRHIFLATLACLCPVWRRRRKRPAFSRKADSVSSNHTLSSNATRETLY
# West Nile virus CPE: inhibition of WNV-induced cytopathic effect – cell-based, CPE readout (AID 1621); CPE inhibition, % at 10 µM, or IC50 in µM where a hit was titrated; actives 0.02% (n = 290,000); West Nile virus-infected cells, CPE inhibition; higher % means a stronger effect; in the data active = a potency from the dose series; note: strong numbers were not always called active
# GPR55 LPI antagonism: GPR55 antagonists blocking LPI-driven arrestin recruitment, primary screen, imaging, U2OS, beta-arrestin-GFP, LPI agonist (AID 2013); U2OS GPR55 beta-arrestin-GFP translocation imaging, LPI antagonism; higher % means a stronger effect; inhibition, % at 10 µM, or IC50 in µM where a hit was titrated; actives 0.13% (n = 290,000);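 active = spots per cell inhibited over 60%, with over 100 cells counted and total cytoplasm intensity under 500,000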;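 note: U2OS cells stably carrying GPR55 and arrestin-GFP stimulated by 5 µM LPI near EC80; imaged beta-arrestin-GFP aggregate spots per cell after agonist stimulation; plate controls were LPI-stimulated DMSO wells for no effect and DMSO wells without LPI for full effect; some results filed as inactive read as strong as hits; confirmed hits need IC50 under 10 µM and bright autofluorescent wells are also inconclusive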
# T cell modulator: modulates CD8 T cell binding to vesicles | 2C CD8+ T cell-vesicle binding, flow cytometry; stronger effect = lower value | calls only at 7 µM | actives 0.068% (n = 330,000) | AID 2052;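 active = response, share of CD8 T cells binding vesicles, and their 90th percentile fluorescence all below set limits, cut at about 80% in these data, passing the limit was not always enough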
#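 incubation = binding step 1.5 h, 37 °C, antibody labelling 20 min, ice | test system = 2C mouse CD8+ T cells | read-out basis = percent CD8+ FL2 mean versus row control | controls = Peptide-free naked vesicles (low) and QL9 vesicles with 0.7% DMSO vehicle (high) | detection = flow cytometry of vesicle-bound cells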
# GPR55 activation: selective activators of receptor GPR55 – imaging, U2OS cells, beta-arrestin-GFP redistribution, primary screen (AID 1961); U2OS GPR55 beta-arrestin-GFP redistribution imaging; higher % means a stronger effect; activation, % at 10 µM, or EC50 in µM where a hit was titrated; actives 0.048% (n = 290,000);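 active = activation above 40% with more than 50 cells counted in the well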;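 note: U2OS osteosarcoma cells stably expressing GPR55 and beta-arrestin-GFP; plate controls were DMSO negative control for no effect and LPI positive control for full effect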
# KOR beta-arrestin-1: kappa opioid receptor blockers – cell-based, luminescence, uHTS (AID 1778) | KOR beta-arrestin recruitment, luminescence, antagonist mode; higher % means a stronger effect | inhibition, % at 10 µM, or IC50 in µM where a hit was titrated | actives 0.091% (n = 290,000); in the data active = inhibition above about 50%; note: strong numbers were not always called active
# GPR35 arrestin U2OS: inhibition of zaprinast-stimulated GPR35 beta-arrestin translocation – imaging, U2OS, beta-arrestin-GFP, zaprinast agonist, primary screen (AID 2058); inhibition, % at 10 µM; hits with a dose series show IC50 in µM; U2OS GPR35 beta-arrestin-GFP translocation imaging, zaprinast antagonism; higher % means a stronger effect; actives 0.052% (n = 290,000);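 active = inhibition of at least 50% with at least 30 cells and total cytoplasm GFP at most 10,000,000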
# KOR beta-arrestin-2: kappa opioid receptor activators – cell-based, luminescence, uHTS, primary screen (AID 1777); actives 0.02% (n = 280,000); activation, % at 10 µM; hits with a dose series show EC50 in µM; KOR beta-arrestin recruitment, luminescence; higher % means a stronger effect; in the data active = activation above about 50%, passing the limit was not always enough; note: a part of the inactive calls stands beside numbers as strong as those of hits
# Salmonella PhoP GFP: PhoP-dependent GFP reporter repression – Salmonella Typhimurium, primary screen (AID 1863). actives 0.16% (n = 300,000). inhibition, % at 50 µM, or IC50 in µM where a hit was titrated. S. Typhimurium PhoP-regulated promoter GFP reporter, 4 h; higher % means a stronger effect;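 active = inhibition over 29.93%, a cutoff 3 SD above the screen mean, later confirmed by dose response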;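 note: 0% = low Mg2+ inducing control and 100% = high Mg2+ repressing control; strong numbers were not always called active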
# T cell modulator vesicle-bound %: further read-out of T cell modulator, marked with its call; double positive events, %; measured here: CD8+ vesicle-bound cell fraction;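 binding gate set so that unloaded-vesicle control wells show 10% double positive cells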
# NTR1 agonist cell count 20 µM: recorded beside NTR1 agonist, whose call it bears; cell count; measured here: cell count, cytotoxicity flag
# Starred values were filed as active, the others as inactive; i = inactive; . = no result given; [ ] = another dose, or the depositor's remark.
SMILES,NTR1 agonist,NTR1 agonist cell count 20 µM,West Nile virus CPE,GPR55 LPI antagonism,T cell modulator,T cell modulator vesicle-bound %,GPR55 activation,KOR beta-arrestin-1,GPR35 arrestin U2OS,KOR beta-arrestin-2,Salmonella PhoP GFP
CC(C)(C)c1ccc(C2C3=C(CCCC3=O)NC3=C2C(=O)c2ccccc23)cc1 (stereo unspecified),7.0,43,-0.4%,22%,i,25,-0.1%,22%,-1%,-4.6%,13%
COc1ccccc1C(=O)NCCC(=O)Nc1cccnc1,-1.0,58,-0.5%,-6%,i,18,-0.1%,18%,-1%,2.9%,-10%
O=C(COC(=O)c1cccc(C(=O)OCC(=O)NC2CC2)n1)NC1CC1,-1.3,35,-0.5%,11%,i,6,0.2%,9%,-6%,-1.8%,-10%
O=C(Nc1ccc(F)cc1)Nc1ccc(Oc2ncnc3cc(Cl)ccc23)nc1,-0.3,54,-0.3%,4%,i,4,0.2%,14%,-5%,6.5%,-11%
CC(C)c1cc(C(N)=O)c(NC(=O)c2cccc(COc3ccc(Br)cc3)c2)s1,21,77,1.7%,13%,i,29,-0.1%,-12%,9%,-2.2%,0%
COc1ccc2[nH]c(=O)c(CN(Cc3ccco3)C(c3nnnn3Cc3ccccc3)C(C)C)cc2c1 (stereo unspecified),1.0,78,-0.5%,-6%,i,17,0.0%,-26%,7%,49%,9%
O=C(Nc1nnc(-c2ccccc2)s1)c1ccc(F)cc1,1.6,44,0.2%,-5%,i,47,0.0%,-17%,4%,-2.5%,6%
N#CC1=C(N)Oc2cc(N)ccc2C1c1cc(Br)cs1 (stereo unspecified),2.0,63,3.0%,5%,i,41,-0.1%,-21%[20 µM],-15%,-10%,-3%
COc1cccc(N(C(=O)CNC(=O)c2ccco2)C(C(=O)NC2CCCC2)c2ccncc2)c1 (stereo unspecified),-1.9,65,-0.3%,6%,i,14,-0.1%,-11%,-4%,1.2%,-7%
NC(=O)c1ccc(Oc2ccc3ccc(=O)oc3c2)c([N+](=O)[O-])c1,0.1,26,0.1%,4%,i,15,-0.2%,-9%,-2%,1.5%,-2%
O=C(CNC(=S)N(Cc1ccc(F)cc1)C1CCCCC1)NC1CC1,1.1,70,-1.0%,3%,i,36,0.2%,6%,-7%,0.5%,-4%
OCC[C@@H]1C[C@@H](O)[C@H](O)[C@@]2(OCCc3ccccc32)O1,1.2,72,-0.4%,-7%,i,20,-0.2%,-23%[20 µM],0%,1.1%,-5%
C=CCC(CC=C)(C(N)=O)c1ccccc1,0.0,39,-0.1%,13%,i,35,-0.1%,-13%[20 µM],2%,-2.3%,6%
CCCN(CCC)Cc1c(C(=O)N/N=C/c2ccoc2)nnn1-c1nonc1N,0.5,52,-0.5%,-4%,i,12,0.3%,-29%,4%,-1.9%,2%
COc1ccc(NC2CCCN(C(=O)CCC3=NNC(=O)CC3)C2)cc1 (stereo unspecified),0.8,59,-0.2%,4%,i,13,0.3%,-10%,-3%,6.5%,0%
COc1ccc(-c2ccccc2NC(=O)C2CCCN(Cc3ccco3)C2)cc1 (stereo unspecified),2.2,72,-0.8%,6%,i,60,0.3%,22%,8%,-2.9%,-6%
COc1cccc(C(CC(=O)NCCN2CCOCC2)NS(=O)(=O)c2ccc(C)cc2)c1OC (stereo unspecified),-0.1,60,-0.3%,0%,i,61,-0.3%,14%,1%,0.3%,-6%
O=S1(=O)C=C(SCCN2CCCCC2)c2ccccc21,-0.6,43,1.0%,7%,i,46,-0.1%,2%,-15%,-3.6%,-3%
COc1ccc(CN2CCc3ccccc3C2)c(OC)c1OC,0.4,58,-0.3%,-11%,i,20,0.0%,-30%,4%,3.2%,0%
CCOC(=O)c1c(C)n(CC(O)c2ccccc2)c2ccc(O)cc12 (stereo unspecified),9.2,44,1.2%,-4%,i,47,0.2%,28%,-16%,-2.5%,15%
CCC1CCCCN1CCCNC(=O)C1CCN(S(=O)(=O)N2CCCCC2)CC1 (stereo unspecified),2.1,38,-0.1%,10%,i,33,0.2%,-6%,-4%,6.6%,-11%
CN(C)C(=O)c1nc2ccccc2s1,-0.9,86,1.3%,7%,i,61,0.8%,-20%,-3%,2.3%,8%
COc1cccc(NC(=O)Cn2c(=O)n(CCC(=O)NCc3ccco3)c(=O)c3ccccc32)c1,-1.6,56,-0.5%,-10%,i,32,0.3%,-19%,-12%,1.9%,-1%
COC(=O)C(/C=N/O)NC(=O)c1ccccc1 (stereo unspecified),0.5,35,-0.2%,6%,i,53,0.1%,-7%,5%,-1.9%,6%

# Some of these compounds in order of molecular weight, rising.
SMILES,NTR1 agonist,NTR1 agonist cell count 20 µM,West Nile virus CPE,GPR55 LPI antagonism,T cell modulator,T cell modulator vesicle-bound %,GPR55 activation,KOR beta-arrestin-1,GPR35 arrestin U2OS,KOR beta-arrestin-2,Salmonella PhoP GFP
CN(C)C(=O)c1nc2ccccc2s1,-0.9,86,1.3%,7%,i,61,0.8%,-20%,-3%,2.3%,8%
C=CCC(CC=C)(C(N)=O)c1ccccc1,0.0,39,-0.1%,13%,i,35,-0.1%,-13%[20 µM],2%,-2.3%,6%
CCCN(CCC)Cc1c(C(=O)N/N=C/c2ccoc2)nnn1-c1nonc1N,0.5,52,-0.5%,-4%,i,12,0.3%,-29%,4%,-1.9%,2%
CCC1CCCCN1CCCNC(=O)C1CCN(S(=O)(=O)N2CCCCC2)CC1 (stereo unspecified),2.1,38,-0.1%,10%,i,33,0.2%,-6%,-4%,6.6%,-11%

# The list goes on.
SMILES,NTR1 agonist,NTR1 agonist cell count 20 µM,West Nile virus CPE,GPR55 LPI antagonism,T cell modulator,T cell modulator vesicle-bound %,GPR55 activation,KOR beta-arrestin-1,GPR35 arrestin U2OS,KOR beta-arrestin-2,Salmonella PhoP GFP
COc1ccc(CN(C(=O)CN2C(=O)c3ccccc3S2(=O)=O)C(C(=O)NCC2CCCO2)c2ccncc2)cc1 (stereo unspecified),3.4,32,.,-13%,i,33,-0.2%,-22%,6%,3.2%,-17%
CCOC(=O)c1c(NC(=O)OC)sc(C(=O)N(C)C)c1C,1.8,33,0.5%,2%,i,49,0.2%,6%,-5%,4.3%,-5%
CC1CCCN(C(=O)Cn2nnc(-c3ccc(N(C)C)cc3)n2)C1 (stereo unspecified),0.0,78,-0.8%,17%,i,23,-0.1%,-28%[20 µM],-3%,.,9%
COc1ccccc1NC(=O)Cc1nc(CCl)cs1,-1.4,52,-0.1%,-3%,i,45,0.6%,-27%,2%,-0.5%,-5%
CCOCCc1c(O)nc(SCC)[nH]c1=O,1.4,52,0.0%,-11%,i,42,-0.1%,9%,-14%,-0.3%,-5%
COc1ccc(S(=O)(=O)NCCSCc2ccco2)cc1C,-0.3,56,-0.5%,.,i,14,.,.,.,.,10%
CCc1ccccc1N(C(=O)c1snc(C(N)=O)c1N)C(C(=O)NCC1CCCO1)c1ccc(C)o1 (stereo unspecified),-3.5,46,-1.0%,-8%,i,44,-0.2%,-18%,13%,-4.1%,6%
O=C(c1ccc2nc(Cc3ccccc3F)oc2c1)N1CC[C@H](O)C1,-1.7,66,0.1%,13%,i,8,-0.1%,-34%,-3%,-0.3%,1%
CCCCN(C(=O)C1CC(=O)N(c2ccc(OC)cc2OC)C1)c1c(N)n(CC(C)C)c(=O)[nH]c1=O (stereo unspecified),0.4,74,0.0%,7%,i,59,-0.1%,-16%,-7%,5.7%,-4%
CC(=O)N1CCN(c2ccccc2NC(=O)c2ccc3ccccc3c2)CC1,-1.2,52,-0.4%,0%,i,21,0.4%,-17%,-9%,3.6%,0%
c1ccc2c(c1)Cc1cc3ccccc3nc1-2,-0.9,42,-1.2%,0%,i,57,0.5%,-2%,-6%,-1.6%,4%
O=C1OCCC1Sc1nc2ccccc2c(=O)n1Cc1ccccc1 (stereo unspecified),2.9,50,-0.2%,1%,i,50,-0.4%,-58%,-2%,9.9%,-5%
CN/C=C1\C(=O)C(C)(C)Oc2ccc3ccc(=O)oc3c21,-0.1,40,0.3%,4%,i,52,1.0%,-7%,-4%,-3.0%,-7%
O=C(CCc1ccc(S(=O)(=O)NC2CCCCC2)cc1)Nc1ccccc1,0.4,80,0.3%,8%,i,34,-0.2%,3%,10%,-1.0%,12%
Cn1cnnc1SCC(=O)N/N=C/c1ccc(OCC(N)=O)cc1,-0.6,45,0.4%,1%,i,54,0.0%,28%,-5%,0.1%,.
O=C(c1ccccc1)N1CC(COc2ccccc2)OC(c2cccnc2)O1 (stereo unspecified),-0.6,55,0.0%,10%,i,37,0.3%,-27%,-8%,4.5%,7%
NC(=O)C1CCN(S(=O)(=O)c2ccccc2[N+](=O)[O-])CC1,0.0,54,-0.4%,-3%,i,9,-0.2%,-2%,4%,0.5%,-3%
Clc1ccc(OCc2cn3ccccc3n2)c2ncccc12,1.5,50,-0.7%,1%,i,39,-0.1%,-10%[20 µM],-3%,.,.
CC(=O)c1ccc(Oc2cc(C(F)(F)F)cnc2C(N)=O)cc1,0.8,54,-0.2%,8%,i,41,0.0%,-13%,-10%,-2.6%,-1%
N#Cc1c(N)nc2c(c1-c1ccc3c(c1)OCO3)CCc1ccccc1-2,4.9,60,0.2%,24%,i,36,-0.1%,-6%,0%,0.9%,-2%
COCCCNc1nc2c(c(=O)n(C)c(=O)n2C)n1Cc1cccc(OC)c1,1.7,46,-0.1%,-9%,i,48,-0.1%,-48%,-27%,-1.8%,14%
CC(C)NC(=S)NC(c1ccccc1)(c1ccccc1)c1ccccc1,2.6,66,-2.1%,40%,i,55,0.3%,-12%[20 µM],11%,11%,7%
C(=N\n1cnnc1)/c1ccccc1OCCOc1ccccc1,1.6,54,-0.1%,17%,i,16,-0.3%,-1%,-6%,12%,5%
O=C(NCc1ccccn1)C(=O)Nc1ccccc1,1.5,45,0.6%,-7%,i,55,0.7%,-7%[20 µM],-2%,.,-9%
O=C(NC(Cc1c[nH]c2ccccc12)C(=O)O)/C(=C/c1ccco1)NC(=O)c1ccccc1 (stereo unspecified),0.6,34,-0.1%,0%,i,50,-0.1%,17%[20 µM],-1%,-5.3%,-19%
CCc1ccc2nc(/N=C(\N)NC(=O)c3ccccc3)nc(C)c2c1,3.3,40,0.1%,-13%,i,16,0.3%,-9%,5%,-4.4%,-7%
CC1CC(C)CN(S(=O)(=O)c2ccc3oc(=O)ccc3c2)C1 (stereo unspecified),0.0,71,0.0%,18%,i,60,-0.1%,11%,-8%,4.4%,-2%
CCOc1cc2[nH]c(=O)n(CCCCC(=O)NCc3ccco3)c(=O)c2cc1OCC,1.0,72,0.7%,-4%,i,37,-0.3%,-17%,1%,1.9%,-1%
O=C(Cc1ccc(Cl)cc1)Nc1ccccc1N1CCOCC1,0.6,43,-0.1%,0%,i,6,-0.1%,-25%,0%,1.2%,-7%
